# AMA1 RON2 block: qHTS for Inhibitors of AMA1-RON; Towards Development of Antimalarial Drug Lead: Primary Screen; AID 720542, 2013; Plasmodium falciparum AMA1 (3D7) - RON2 peptide interaction; Potency, µM (top dose mostly 58.2 µM), for inactives: at the highest dose activity change, negative = inhibition, hits mostly inhibitors; AlphaScreen AMA1-biotinylated RON2 peptide binding; 360,000 compounds, 0.2% hits;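 note: potency is the fitted concentration of half-maximal effect; 0% = vehicle wells and -100% = peptide control; nearly all actives have a fitted effect of over 45% in size; some results filed as inactive show a strong effect at the top dose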
#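 AMA1 (3D7) with his tag at 25 nM final met compounds first, then biotinylated RON2 peptide at 25 nM; detection used donor plus acceptor beads, 10 µg/mL apiece, read by AlphaScreen after 30 min at room temperature.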
# Shiga toxin inh: A qHTS for Small Molecule Inhibitors of Shiga Toxin; Vero cells, Shiga toxin protein synthesis inhibition reporter; inhibition, % at 38.7 µM; 290,000 compounds, 9.2% hits; AID 2315, 2010; in the data active = inhibition mostly above about 28%, no sharp cut-off; inactive = mostly below about 43%; note: 0% is about no effect
# AmpC inh no detg: qHTS Inhibitors of AmpC Beta-Lactamase (assay without detergent). P00811. Potency, µM (top dose mostly 57.1 µM), for inactives: at the highest dose activity change, negative = inhibition, hits mostly inhibitors. AmpC nitrocefin hydrolysis, absorbance 480 nm, 0.0001% Triton. 330,000 compounds, 0.52% hits;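 note: potency is the fitted concentration of half-maximal effect; plate controls were no compound for no effect and no enzyme for full effect; nearly all actives have a fitted effect of over 20% in size; some results filed as inactive show a strong effect at the top dose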
# Target sequence (P00811 whole entry, looked up): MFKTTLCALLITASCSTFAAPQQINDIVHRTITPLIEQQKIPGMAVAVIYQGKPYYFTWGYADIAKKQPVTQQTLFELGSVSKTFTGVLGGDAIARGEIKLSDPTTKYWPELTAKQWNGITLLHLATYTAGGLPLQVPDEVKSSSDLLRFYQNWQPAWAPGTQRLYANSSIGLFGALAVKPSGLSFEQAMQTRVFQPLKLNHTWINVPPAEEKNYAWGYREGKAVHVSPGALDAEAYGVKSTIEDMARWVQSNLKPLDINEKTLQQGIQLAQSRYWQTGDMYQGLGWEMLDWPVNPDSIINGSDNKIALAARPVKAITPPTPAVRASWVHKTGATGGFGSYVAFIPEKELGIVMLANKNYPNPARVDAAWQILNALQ
#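 AmpC (5.3 nM in the dispensed reagent) in 20 mM phosphate pH 7.0 with 0.01% (detergent screen) or 0.0001% Triton X-100 was preincubated with compounds for 15 min at room temperature. Nitrocefin was then added from an 800 uM solution, and hydrolysis was followed at 480 nm.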
# HCMV antiviral: qHTS Assay for inhibitors of the human cytomegalovirus (HCMV); HFF cells, HCMV-luciferase reporter, 72 h; hits give low values; activity change, negative = inhibition, % at 57.5 µM; 410,000 compounds, 4.5% hits; in the data active = activity change below about -60%; inconclusive = no clear call, values can overlap the other calls; inactive = above about -39%; note: % is set by controls: 0 for no effect and ±100 for the full control effect
#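 Steps: HFFs plated, 16 h 37C; compounds added; HCMV-luciferase added to MOI 1 PFU/cell; 72 h 37C; OneGlo reagent, 5 min room temperature; luminescence read, normalized to controls.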
# Cycloheximide cs: Cycloheximide Counterscreen for Small Molecule Inhibitors of Shiga Toxin. cell reporter, cycloheximide protein synthesis inhibition counterscreen. max response, %. 300,000 compounds, 12% hits. AID 2314, 2010; in the data active = max response mostly above about 13%, no sharp cut-off; inactive = mostly below about 14%; note: read at 38.3 µM for the half of the compounds with a filed dose; 0% is about no effect
# FBPA Giardia inh: qHTS Assay for Inhibitors of Fructose-1,6-bisphosphate Aldolase from Giardia Lamblia; A8B2U2; purified Giardia FBPA; Potency, µM (top dose mostly 59.6 µM), inactives show top-dose activity, negative = inhibition, usual class: inhibitors; 290,000 compounds, 0.71% hits; AID 2451, 2010; note: potency is the fitted concentration of half-maximal effect; % is set by controls: 0 for no effect and ±100 for the full control effect; nearly all actives have a fitted effect of over 55% in size
# Target sequence (A8B2U2 whole entry, looked up): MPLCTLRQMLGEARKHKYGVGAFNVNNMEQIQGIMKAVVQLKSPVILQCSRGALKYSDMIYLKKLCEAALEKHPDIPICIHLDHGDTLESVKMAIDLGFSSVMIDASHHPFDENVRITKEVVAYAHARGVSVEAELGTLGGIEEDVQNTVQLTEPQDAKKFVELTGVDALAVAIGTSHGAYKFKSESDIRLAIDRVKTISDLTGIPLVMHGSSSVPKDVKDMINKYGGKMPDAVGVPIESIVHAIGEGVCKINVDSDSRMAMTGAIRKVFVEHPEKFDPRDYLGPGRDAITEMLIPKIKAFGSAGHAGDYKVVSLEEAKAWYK
#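 40 nM FBPA preincubated 10 min at RT with compound (up to 57.5 uM final), then substrate plus GAPDH/TPI/NAD/arsenate coupling and diaphorase/resazurin added. Fluorescence read after 20 min at RT, 525/598 nm.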
# AmpC detergent: qHTS Inhibitors of AmpC Beta-Lactamase (assay with detergent). P00811. AmpC hydrolysis of nitrocefin, absorbance 480 nm, 0.01% Triton. Potency, µM (highest dose often 114 µM), for the others: at the highest dose activity change, negative = inhibition, most hits filed as inhibitors. 370,000 compounds, 0.041% hits;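 note: potency is the fitted concentration of half-maximal effect; 0% = no-compound wells and -100% = no-enzyme wells; nearly all actives have a fitted effect of over 25% in size; some results filed as inactive show a strong effect at the top dose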
#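 AmpC (5.3 nM in the dispensed reagent) in 20 mM phosphate pH 7.0 with 0.01% (detergent screen) or 0.0001% Triton X-100 was preincubated with compounds for 15 min at room temperature. Nitrocefin was then added from an 800 uM solution, and hydrolysis was followed at 480 nm.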
# Numbers without * were called inactive; ? = inconclusive; / = not tested or not shown; & = joins results of further samples; [ ] = another dose, or the depositor's remark. Unless noted, calls come from the whole dose curve; as a rule, active = well fitted curve in the direction sought with a large enough effect; inconclusive = small, poorly fitted or top-dose-only effect, or another doubt; inactive = no such curve, though single readings can be large; an effect the other way counts as inactive or inconclusive.
SMILES,AMA1 RON2 block,Shiga toxin inh,AmpC inh no detg,HCMV antiviral,Cycloheximide cs,FBPA Giardia inh,AmpC detergent
N#CN/C(=N\S(=O)(=O)c1ccccc1)c1ccccc1,19.4%,-8.4,-13.3%,0.0,-1.2,-21.8%,-1.1%
COc1cc(CNC2CCCCC2OC)cc(OC)c1OC (stereo not given),-27.1%,-3.2,-19.4%,5.3,2.9,-17.0%,-4.0%
Cc1c(NC(=O)C2CCCO2)cccc1[N+](=O)[O-] (stereo not given),-12.4%,-7.4,-17.3%,-17.6,-2.3,-2.8%,-4.3%
C[C@@H]1CN(c2c(F)c(N)c3c(=O)c(C(=O)O)cn(C4CC4)c3c2F)C[C@H](C)N1,/,8.1&31.0,-17.9%,/,-3.1&-2.1,-3.3%&-18.4%,-7.6%
COc1ccc(CCNC(=O)c2cc(S(=O)(=O)N3CCC4(CC3)OCCO4)ccc2F)cc1OC,-0.2%,31.4,56.8%,-28.5,-3.7,4.2%,-7.7%
Cc1ccc(C(=O)N/C(N)=N/c2nc3ccccc3o2)cc1,4.3%,23.2,-22.7%,-10.5,9.5,16.7%,4.2%
O=C(COC(=O)c1ccc(Br)cc1)NC1CCCC1,-11.5%,4.2,-5.8%,-26.8,6.3,14.7%,?
CC(=O)NCCc1nc2cc(NS(=O)(=O)c3ccc(Cl)cc3)ccc2n1C,-4.2%,-1.9,0.0%,-3.3,-2.6,2.0%,-0.2%
Cc1ccc2[nH]c(=O)c(CN(CCCO)C(C)c3nnnn3Cc3ccco3)cc2c1 (stereo not given),-3.2%,-7.3,43.2%,-22.0,-1.8,2.7%,-4.5%
Cn1c(CC(=O)Nc2ccccc2)nnc1SCC(=O)NC1=NCCS1,10.4%,-11.4,-3.4%,-3.8,-6.0,-8.9%,-0.8%
Cc1cc(C=O)c(C)n1-c1cccc(C(=O)O)c1,-19.4%,-4.2,-5.9%,-8.6,-1.7,5.4%,4.4%
CCOC(=O)C1CCCN(C(=O)CC(c2ccccc2)c2ccccc2)C1 (stereo not given),-5.7%,5.7,86.4%[activator],1.1,-2.1,-0.8%,?
O=S(=O)(/N=C(/Nc1ccccn1)c1ccccc1)c1ccc(Cl)cc1,-7.6%,14.8,-22.2%,-13.8,15.2*,0.5%,-11.0%
COc1cc2c(cc1OC)C(COc1ccc(C(C)C)cc1)NCC2 (stereo not given),-2.8%,-3.5,53.4%,-35.8,-1.7,/,-8.6%
CCCCCCC(c1c(C)n(C)n(-c2ccccc2)c1=O)c1c(C)n(C)n(-c2ccccc2)c1=O,0.3%,-7.4,179.8%[activator],15.7,-3.0,2.6%,?
O=C(Oc1cccc(O)c1)C1CCCCC1,/,-3.4,-14.3%,/,1.3,5.2%,4.6%
CCOC(=O)c1ccc(-n2c(CN3CCN(CCO)CC3)nc3ccc([N+](=O)[O-])cc3c2=O)cc1,4.9%,16.6,-1.6%,20.8,11.0,-6.2%,-8.3%
O=C(CCc1nnc(CCCCc2ccccc2)o1)NCCc1cccnc1,-7.5%,5.2,49.1%,3.2,-0.3,4.5%,5.1%
Cc1noc(C)c1S(=O)(=O)N1CCCN(C(=O)/C=C/c2ccccc2F)CC1,?,/,10.4%,-33.5,/,/,-0.8%
COC(=O)CSc1nnc(CNC(=O)c2ccccc2OC)n1-c1ccc(OC)cc1,3.9%,-10.1,13.8%,-31.9,-1.1,3.0%,-4.7%
CCN1CCN(C(=O)/C(=C/c2cccs2)NC(=O)c2ccc(C)c(C)c2)CC1,0.6%,-30.9,16.8%,-37.1,-4.1,/,2.2%
C/C(=N\NC(=O)c1ccc(Cn2cc([N+](=O)[O-])cn2)o1)c1cccc(NC(=O)c2cccnc2)c1,19.3%,33.2,-13.6%,15.4,-2.6,5.7%,-6.2%
Cc1cc(-n2c(C)cc(C(=O)CSc3ncnc4ccccc34)c2C)no1,0.3%,15.9,38.6%,-78.3*,0.9,?,-0.2%
COc1ccc(NC(=O)N2CCCc3ccccc32)c(OC)c1,0.5%,43.9,-11.8%,-16.7,17.3*,7.1%,?
COc1ccc(C2=CC(=O)C[C@H](c3ccc(OC)c(OC)c3)C2)cn1,-3.7%,/,27.0%,56.0,/,/,-4.7%

# Other records:
SMILES,AMA1 RON2 block,Shiga toxin inh,AmpC inh no detg,HCMV antiviral,Cycloheximide cs,FBPA Giardia inh,AmpC detergent
Cc1cc(OC(C)C(=O)NCc2ccccn2)c2c(C)c(Cc3ccccc3)c(=O)oc2c1 (stereo not given),10.4%,6.1,-1.1%,-10.3,-3.4,10.5%,?
Cc1cc(C(C)(C)C)c(O)c(C(C)(C)C)c1,-3.4%,-4.0,-6.9%,-27.2,1.5,0.1%&1.0%,-0.8%
C=CCOc1ccc(CN(C)C(=O)CNC(=O)c2ccc(-c3ccccc3)cc2)cc1,-4.2%,30.3,-9.1%,-80.7*,5.4,/,4.1%
CCN(CC)C(=O)[C@H]1C[C@H](CC(=O)NC(C)(C)C)C(=O)N2CCc3c([nH]c4cc(CCC(=O)N(C)C)ccc34)[C@]12C,5.2%,/,130.3%[activator],19.6,/,/,/
COc1cc(OC)cc(C(C(=O)NC2CCCCC2)N(C(=O)c2ccno2)c2ccccc2)c1 (stereo not given),-4.5%,-5.9,-0.8%,10.9,5.6,1.7%,-14.0%
COc1cc(-c2nc3ccc4ccccc4c3c3c2CCC3)cc(OC)c1OC,-11.8%,25.4,17.0%,41.4,0.7,-7.8%,-7.6%
CCOC(=O)Nc1ccc2c(c1)N(C(=O)N1CCN(C)CC1)c1ccccc1S2,-6.0%,14.3,188.6%[activator],-4.0,-2.3,0.0%,3.2%
CCN(CCCNC(=O)C1CCCN(S(=O)(=O)c2cnc[nH]2)C1)c1ccccc1 (stereo not given),-5.9%,-4.3,0.2%,59.5,-6.6,-12.0%,?
CCOC(=O)c1c(C)oc2ccc(OC(=O)COc3c(F)c(F)c(F)c(F)c3F)cc12,15.6%,25.5,-10.9%,?,4.1,2.4%,-17.2%
Oc1ccc2ccccc2c1C=Nc1ccc(Cl)cn1,8.5%,6.3,-13.1%,2.3,4.4,?,4.4%
COc1ccc(-n2c(SCC(=O)N3CCCCC3)nnc2-c2cccnc2)cc1,-14.1%,21.1,1.3%,-25.4,4.6,5.6%,3.6%
O=C(CN1C(=O)NC2(CCCCC2)C1=O)Nc1ccc(N2CCCCC2)cc1,-5.0%,/,-1.8%,25.0,/,/,/
N#CCN1CCN(CC(=O)Nc2cccc3ccccc23)CC1,3.2%,-16.9,-4.5%,9.4,-4.2,-0.5%,0.8%
Cc1nn2c(N3CCCC3)c3c(nc2c1-c1ccccc1)CCC3,14.9%,13.9,-8.6%,-13.5,9.9,-8.4%,-7.5%
COC(=O)c1ccc2c(=O)n(CCCCCC(=O)NCc3ccccn3)c(=O)[nH]c2c1,4.0%,-7.1,-4.8%,62.7,5.4,2.1%,-0.1%
CCOC(=O)/C(C#N)=C/c1ccc(OCC(=O)Nc2ccccc2)c(OC)c1,13.5%,70.9*,?,4.3,22.6*,-2.1%,?
CCS(=O)(=O)Nc1ccc(C2=NN(C(=O)c3ccco3)C(c3cccc(F)c3)C2)cc1 (stereo not given),-24.0%,15.2,-25.3%,17.3,-1.0,-12.5%,13.1%
CCOc1ccc(CCNC(=O)C2CCC(=O)N2C2CCCCC2)cc1OCC (stereo not given),-4.7%,-9.0,11.1%,61.6,-3.4,-0.2%,-4.7%
CC(=O)OC1COC(OC2C(O)C(C)OC(OC3C(OC4CCC5(C)C(CCC6(C)C5CC=C5C7CC(C)(C)CCC7(C(=O)O)CCC56C)C4(C)CO)OCC(O)C3O)C2O)C(O)C1OC(C)=O (stereo not given),/,-16.3,196.4%[activator],/,-5.1,-0.5%,7.2%
Cc1ccc(S(=O)(=O)Cn2nnnc2CN2CCN(C(=O)c3ccco3)CC2)cc1,13.9%,-2.3,5.8%,12.6,-3.5,3.2%,-9.0%
Cc1cccc(-c2c3c(=O)n(C)c(=O)n(C)c3cn2CCO)c1,-1.5%,-4.4,-0.1%,6.7,-4.9,-8.9%,-13.5%
CCOC(=O)c1cc(-c2cccc([N+](=O)[O-])c2)on1,2.5%,-6.8,-3.3%,-14.0,2.2,-1.6%,7.8%
O=C(O)c1ccc(Cl)c(NCc2ccncc2)c1,-0.3%,-8.5,-19.6%,23.1,0.8,4.6%,-22.0%
COc1ccc(-c2cc3ccccc3oc2=O)cc1NC(=O)c1ccc(Br)o1,-16.0%,9.4,-20.4%,-26.5,13.6,-1.6%,-0.1%
COc1ccc(C(=O)NC(=S)N2CC(C)OC(C)C2)cc1OC (stereo not given),21.2%,-12.4,-9.2%,1.9,-1.7,?,-2.9%

# Grouped by structure: the entries above containing a cyano group.
SMILES,AMA1 RON2 block,Shiga toxin inh,AmpC inh no detg,HCMV antiviral,Cycloheximide cs,FBPA Giardia inh,AmpC detergent
N#CN/C(=N\S(=O)(=O)c1ccccc1)c1ccccc1,19.4%,-8.4,-13.3%,0.0,-1.2,-21.8%,-1.1%
N#CCN1CCN(CC(=O)Nc2cccc3ccccc23)CC1,3.2%,-16.9,-4.5%,9.4,-4.2,-0.5%,0.8%
CCOC(=O)/C(C#N)=C/c1ccc(OCC(=O)Nc2ccccc2)c(OC)c1,13.5%,70.9*,?,4.3,22.6*,-2.1%,?

# The list goes on:
SMILES,AMA1 RON2 block,Shiga toxin inh,AmpC inh no detg,HCMV antiviral,Cycloheximide cs,FBPA Giardia inh,AmpC detergent
NC(=O)c1c(NC(=O)c2ccccc2)sc2c1CCN(Cc1ccccc1)C2,6.0%,4.9,-17.4%,?,12.8*,15.8µM*,-7.3%
Clc1ccccc1CSc1nnc([C@@H]2CCCN2)o1,27.6%,1.3,0.4%,35.5,-3.2,-4.6%,-1.8%
CC(=O)c1c(C)oc2ccc(N(C(C)=O)S(=O)(=O)c3cccc4cccnc34)cc12,-1.8%,-13.7,10.7%,-79.2*,2.9,-0.1%,1.3%
Cc1ccc(Cn2c(SCC(=O)NCc3ccco3)nc3ccsc3c2=O)cc1,-2.0%,42.0,-58.7%,4.9,26.9*,2.2%,-8.8%
Cc1ccc(S(=O)(=O)c2cn(CC(=O)Nc3ccccc3)c3ccc(F)cc3c2=O)cc1,3.9%,-2.1,-56.9%,14.3,-3.1,-1.5%,?
Cc1ccccc1Nc1nnc(-c2ccc(C(=O)NCCO)cc2)c2ccccc12,0.0%,3.4,-17.4%,-31.2,5.2,15.3%,-3.2%
CCc1ccc(NS(=O)(=O)c2ccc(C)c(C(=O)N3CCOCC3)c2)cc1,11.9%,-12.2,2.1%,-13.7,-1.2,/,-2.3%
O=C(Nc1ccc(NC(=O)c2ccccc2Cl)nc1)c1ccco1,-19.2%,69.0*,-21.3%,-16.6,16.8*,4.2%,-0.5%

# Source: PubChem BioAssay (National Center for Advancing Translational Sciences (NCATS))
